Compound activity (PubChem)
UHRF1 binding: human UHRF1 methylated DNA binding inhibitors. Q96T88. UHRF1 binding to methylated oligo, TR-FRET. inhibition, % at 4.4 µM. 0.75% of 370,000 active. AID 687016; in the data active means inhibition above about 21%;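 further: UHRF1 SRA domain binding a hemimethylated CpG hairpin DNA probe; 0% = median of test compound wells and 100% = reference inhibitor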
SIAE primary: human SIAE inhibition, primary screen. SIAE FP-Rh probe binding, fluorescence polarization. inhibition, % at 9.66 µM. 0.69% of 370,000 active. Q9HAT2;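 active means inhibition above a cutoff: mean of compounds within the control limits plus 3 SD of those, cut at about 17% in these data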;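 further: 0% = plate median of compound wells and 100% = probe without SIAE protein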
HTRA1 inh: blocks human HTRA1 serine peptidase; 0.5% of 340,000 active; inhibition, % at 5.96 µM; recombinant HTRA1, FP-rhodamine activity-based probe, fluorescence polarization; Q92743; in the data active means inhibition above about 36%;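 further: 0% = enzyme with DMSO and 100% = wells lacking enzyme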
Target sequence (Q92743 whole entry, looked up): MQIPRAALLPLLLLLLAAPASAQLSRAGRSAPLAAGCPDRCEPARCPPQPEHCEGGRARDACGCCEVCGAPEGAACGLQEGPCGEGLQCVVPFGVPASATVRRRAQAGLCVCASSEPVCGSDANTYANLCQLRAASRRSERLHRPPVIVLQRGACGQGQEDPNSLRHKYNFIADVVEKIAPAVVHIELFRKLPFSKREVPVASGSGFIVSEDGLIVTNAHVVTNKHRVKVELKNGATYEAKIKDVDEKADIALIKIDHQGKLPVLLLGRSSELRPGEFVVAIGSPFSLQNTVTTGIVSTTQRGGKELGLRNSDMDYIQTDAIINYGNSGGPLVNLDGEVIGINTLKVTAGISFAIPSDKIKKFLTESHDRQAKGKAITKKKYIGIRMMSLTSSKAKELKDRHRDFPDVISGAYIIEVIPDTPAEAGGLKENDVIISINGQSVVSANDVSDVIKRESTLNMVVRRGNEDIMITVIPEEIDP
PG9 binder: binds the HIV-1 gp120 antibody PG9; TR-FRET gp120-PG9 antibody binding; inhibition, % at 6.7 µM; 0.43% of 360,000 active; AID 624416; in the data active means inhibition above about 8.5%
Tn7 DDE FP: DD(E)-Tn7 binding inhibition, primary FP screen; P02675; inhibition, % at 8.3 µM; FP displacement of FITC-Tn7 peptide from fibrin DD(E); 0% = median of compound wells per plate; 0.13% of 370,000 active;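 active means inhibition above the mean of compounds falling within the control limits plus 3 SD of them, cut at about 14% in these data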;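 further: 0% = plate median of compound wells and 100% = 10 µM Aha-Tn7 peptide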
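Assay system: Fibrin-DD(E) protein isolated from polymerized human fibrin clots; read-out basis: percent inhibition; medium: Tris/NaCl/CaCl2 buffer, pH 7.8; signal: FP measurement; incubation: 10 min plus 3 h, room temperature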
LEDGF integ inh: blocks HIV-1 LEDGF/p75-dependent DNA integration; TR-FRET IN-LEDGF/p75 DNA integration, Eu/Cy5; inhibition, % at 3.7 µM; 0.64% of 370,000 active; AID 743269;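 active means inhibition above the screen-wide mean plus 3 SD, cut at about 13% in these data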;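 further: signal is the Cy5 over europium emission ratio at 671 and 618 nm; 0% = plate median of compound wells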
mABHD4 FP: ABHD4 (mouse) inhibition, primary FP screen | Q8VD66 | purified mABHD4, FP-Rh probe fluorescence polarization | inhibition, % at 8.92 µM | 0.54% of 370,000 active;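 active means inhibition exceeding the mean over every tested compound plus 3 SD, cut at about 30% in these data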;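 further: 0% = plate median of compound wells and 100% = S159A mutant with DMSO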
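Assay system: wild-type mouse ABHD4 protein; compound: single nominal dose of 8.92 µM, 0.89% DMSO final; schedule: 45 min + 60 min at 25 °C; measured by: FP readout, ex 525 nm / em 598 nm; evaluation: % inhibition of FP-Rh probe binding versus controls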
TDP2 absorb: TDP2 (human) inhibition, absorbance primary screen | recombinant TDP2, T5PNP hydrolysis, p-nitrophenol absorbance 415 nm | inhibition, % at 12.8 µM | 0.34% of 370,000 active | AID 720702;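 active means inhibition above the mean of all tested compounds plus 3 SD, set per campaign, cut at about 25% in these data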;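 further: 0% = DMSO with enzyme and 100% = buffer with substrate but no TDP2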
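Assay system: Recombinant human TDP2 | Quantity: 120 nM TDP2 per well | Incubation: 2 h at 37 °C | Signal: Epi absorbance | Evaluation: Percent inhibition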
PRMT1 FP inh: blocks human protein arginine methyltransferase 1. Q99873. recombinant PRMT1, activity-based probe fluorescence polarization. inhibition, % at 2.79 µM. 1.3% of 370,000 active. AID 652257;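 active means inhibition above about 21% made by adding two undisclosed values, limit read from the data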
Target sequence (Q99873 whole entry, looked up): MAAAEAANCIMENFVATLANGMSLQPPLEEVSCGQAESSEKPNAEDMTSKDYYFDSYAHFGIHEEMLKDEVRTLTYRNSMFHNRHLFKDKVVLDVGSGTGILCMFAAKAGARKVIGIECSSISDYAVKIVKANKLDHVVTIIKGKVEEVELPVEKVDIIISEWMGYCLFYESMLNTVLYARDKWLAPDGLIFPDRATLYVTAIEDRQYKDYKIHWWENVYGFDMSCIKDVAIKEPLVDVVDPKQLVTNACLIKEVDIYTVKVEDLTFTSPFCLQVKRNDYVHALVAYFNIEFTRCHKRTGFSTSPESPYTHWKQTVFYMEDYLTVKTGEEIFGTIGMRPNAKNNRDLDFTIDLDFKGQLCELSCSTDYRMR
TCR CD3 inh: inhibitors of human TCR-CD3 interaction. TAMRA-labeled TCR probe fluorescence, biochemical. 0.37% of 360,000 active. AID 651800. inhibition, % at 9.4 µM; in the data active means inhibition above about 19%;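 further: recombinant mutant TCR 2C K166C tagged with TAMRA read by polarization; 0% = receptor in buffer alone and 100% = receptor with positive control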
* hit, by the source's call; · = not tested or not shown.

#1 O=C(O)C1CC=CCC1C(=O)N1CCN(c2nc(-c3ccccc3Cl)c3cc(Br)ccc3n2)CC1 (configuration not stated)
#2 CCCCCC(=O)N/N=C/c1ccc(N(C)C)cc1
#3 CC(C)(C)c1cc(Cl)c(O)c(NC(=S)NC(=O)c2cccnc2)c1
#4 COc1ccc(OCC(=O)Nc2ccccc2-c2ccccc2)cc1
#5 Cc1nc2cc(Oc3nc(NCCN(C)C)nc4ccsc34)ccc2s1
#6 CCc1ccccc1N(CC(=O)NCCc1ccccc1)C(=O)CCC(=O)Nc1ccccn1
#7 COC(=O)c1ccc2nc(C3CCCCC3)c(Cc3cccc(Cl)c3)n2c1
#8 CCc1ccccc1NC(=O)CSc1nnc(CCNC(=O)OC(C)(C)C)o1
Screen / compound no.	1	2	3	4	5	6	7	8
UHRF1 binding	0	-1	1	0	3	0	23*	2
SIAE primary	6	5	1	-9	3	3	3	1
HTRA1 inh	-27	-1	11	-12	·	-2	·	-2
PG9 binder	13*	-4.8	-0.6	-2.6	1.6	0.0	-0.7	0.1
Tn7 DDE FP	-2	4	-2	5	8	1	3	-2
LEDGF integ inh	-2	0	-6	-2	2	4	-2	-2
mABHD4 FP	17	4	2	-3	-5	3	-8	2
TDP2 absorb	-12	-3	-10	2	-5	-3	5	12
PRMT1 FP inh	2	-2	7	-1	-4	-3	3	1
TCR CD3 inh	52*	5	5	0	-5	4	-5	0

Random excerpt: 6 entries already listed.
#7 COC(=O)c1ccc2nc(C3CCCCC3)c(Cc3cccc(Cl)c3)n2c1
#4 COc1ccc(OCC(=O)Nc2ccccc2-c2ccccc2)cc1
#8 CCc1ccccc1NC(=O)CSc1nnc(CCNC(=O)OC(C)(C)C)o1
#1 O=C(O)C1CC=CCC1C(=O)N1CCN(c2nc(-c3ccccc3Cl)c3cc(Br)ccc3n2)CC1 (configuration not stated)
#2 CCCCCC(=O)N/N=C/c1ccc(N(C)C)cc1
#6 CCc1ccccc1N(CC(=O)NCCc1ccccc1)C(=O)CCC(=O)Nc1ccccn1
Screen / compound no.	7	4	8	1	2	6
UHRF1 binding	23*	0	2	0	-1	0
SIAE primary	3	-9	1	6	5	3
HTRA1 inh	·	-12	-2	-27	-1	-2
PG9 binder	-0.7	-2.6	0.1	13*	-4.8	0.0
Tn7 DDE FP	3	5	-2	-2	4	1
LEDGF integ inh	-2	-2	-2	-2	0	4
mABHD4 FP	-8	-3	2	17	4	3
TDP2 absorb	5	2	12	-12	-3	-3
PRMT1 FP inh	3	-1	1	2	-2	-3
TCR CD3 inh	-5	0	0	52*	5	4

Next structures follow:
#9 CN(C)CCCN1c2ccccc2CCc2ccc(Cl)cc21
#10 NC(=O)c1ccccc1NC(=O)CC12CC3CC(CC(Br)(C3)C1)C2
#11 CCN(CC)S(=O)(=O)c1cccc(NC(=O)c2ccc(C#N)cc2)c1
#12 CCOC(=O)c1ccc(N2CCOCC2)c(NC(=O)COCC(=O)O)c1
#13 O=C(NCc1ccccc1)C(C1CC1)n1c(Cc2cc(F)cc(F)c2)nc2ccccc21 (configuration not stated)
#14 Cn1c(C(=O)N2CCN(c3ncccn3)CC2)cc2c(=O)n(C)c3ccccc3c21
#15 N#C/C(=C\c1ccc([N+](=O)[O-])o1)C(=O)Nc1ccc(F)cc1
#16 NC(=NC(=O)c1cccc(C(F)(F)F)c1)c1ccc(C(F)(F)F)cn1
Screen / compound no.	9	10	11	12	13	14	15	16
UHRF1 binding	1	0	6	-2	0	1	1	1
SIAE primary	-5	-8	0	0	-2	1	-2	-1
HTRA1 inh	3	-1	-6	2	·	-1	19	8
PG9 binder	-2.3	-1.8	-0.2	0.1	-1.3	0.2	-3.8	-3.4
Tn7 DDE FP	3	-5	-2	-11	2	-1	5	2
LEDGF integ inh	-4	2	-5	4	-2	-1	21*	3
mABHD4 FP	3	11	-3	0	0	9	18	4
TDP2 absorb	4	-9	-1	-4	-3	8	12	-2
PRMT1 FP inh	-2	-1	4	1	2	3	31*	-2
TCR CD3 inh	0	10	-2	2	-5	-13	3	-3

#17 COCCNc1ncnc2c1ncn2[C@H]1CN(Cc2ccco2)C[C@@H](CO)O1
#18 COc1cc(OC)cc(C(=O)NCCN2CCOCC2)c1
#19 CCc1ccc(NC(=O)C(C)OC(=O)c2cc(=O)[nH]c3ccc(S(=O)(=O)Nc4ccc(F)cc4)cc23)cc1 (configuration not stated)
#20 COCCCNC(=O)c1ccc(Cn2c(=O)c3ccccc3n(CC(=O)NCc3ccco3)c2=O)cc1
#21 OC(c1ccc(F)cc1)c1nc(-c2ccc(Cl)cc2)cs1 (configuration not stated)
#22 CN(C)CCNC(=O)c1ccc(CS(=O)(=O)c2c(Cl)cccc2Cl)o1
#23 Cc1c(Cl)cccc1-c1ccc(CNCc2ccccn2)o1
#24 CSc1ccc(CCNC(=O)Cn2ncc3c([nH]c4ccccc43)c2=O)cc1
Screen / compound no.	17	18	19	20	21	22	23	24
UHRF1 binding	0	5	-2	2	3	1	-3	1
SIAE primary	6	0	-50	1	-10	-1	-3	-26
HTRA1 inh	·	3	-8	4	·	7	35	7
PG9 binder	-0.5	-2.3	-1.1	-1.0	-0.2	-1.8	0.7	0.7
Tn7 DDE FP	3	-7	8	-1	7	0	5	-1
LEDGF integ inh	-2	1	2	0	2	-1	5	3
mABHD4 FP	0	22	-11	1	-32	0	3	0
TDP2 absorb	2	13	9	-11	-4	0	15	7
PRMT1 FP inh	-4	-1	-3	-3	5	-3	3	-2
TCR CD3 inh	5	1	1	1	2	3	-12	-5

#25 CCOC(=O)Cn1cnc2c(cnn2-c2ccccc2)c1=O
#26 COc1cc(C(=O)NCCC(=O)NC(C)C)cc(OC)c1OC
#27 CCCSC(=S)c1c(C)[nH]n(-c2ccccc2)c1=O
#28 CCN(CC(=O)Nc1ccc(OC)cc1)C(=O)c1oc2c(Cl)cccc2c1C
#29 CC(Oc1ccc(F)cc1)C(=O)Nc1ccc(S(=O)(=O)NC2=NCCCCC2)cc1 (configuration not stated)
#30 CCCC(=O)Nc1cc(-c2nc3ncccc3o2)ccc1Cl
#31 Cc1ccc(C(=O)N2CCCC(C(=O)c3ccc(Oc4ccccc4)cc3)C2)cn1 (configuration not stated)
#32 COc1ccc2[nH]c(C)c(-c3csc(N)n3)c2c1
Screen / compound no.	25	26	27	28	29	30	31	32
UHRF1 binding	-1	-2	-9	0	-1	0	2	-1
SIAE primary	-2	4	7	2	-10	-2	5	8
HTRA1 inh	-1	3	4	-6	-3	15	-11	5
PG9 binder	-2.3	0.0	-0.9	2.1	-0.5	-1.8	-3.0	-0.4
Tn7 DDE FP	-6	9	-2	0	-7	-2	-1	-5
LEDGF integ inh	-2	2	4	-6	6	2	3	-6
mABHD4 FP	3	-1	10	0	-10	-2	-7	-2
TDP2 absorb	18	1	-8	-17	-9	-9	-13	-3
PRMT1 FP inh	-1	-4	-3	3	-3	-1	0	10
TCR CD3 inh	4	2	2	-9	0	-11	2	-13

#33 O=C(Cc1n[nH]c(=O)c2ccccc12)Nc1ccc(-c2nnc3n2CCCCC3)cc1
#34 COCCNC(=O)c1ccc2c3n(nc2c1)-c1ccc(C)cc1CO3
#35 Cc1csc(SCC(=O)Nc2cccc(S(=O)(=O)N3CCOCC3)c2)n1
#36 CC(=O)Nc1cc2c(c(Cl)c1Cl)-c1ccccc1C2=O
#37 CNC(=O)CNC(=O)Nc1ccc(C)cc1
#38 CCCCN(C(=O)c1ccc2c(c1)OCCO2)c1c(N)n(CCCC)c(=O)[nH]c1=O
#39 COc1ccc(C(=O)C2CCCN(C(=O)c3cc(C)nc(C)n3)C2)cc1OC (configuration not stated)
#40 O=C(OCc1nc2scc(-c3ccccc3)c2c(=O)[nH]1)c1cc(Cl)ccc1[N+](=O)[O-]
Screen / compound no.	33	34	35	36	37	38	39	40
UHRF1 binding	-2	-6	0	-2	20	-4	6	-4
SIAE primary	3	6	-11	1	0	-4	-10	-7
HTRA1 inh	1	7	2	5	-4	5	1	23
PG9 binder	0.8	-4.0	-1.7	-2.9	1.3	-2.2	-1.0	0.2
Tn7 DDE FP	11	-2	-9	4	7	4	1	-10
LEDGF integ inh	2	-1	1	-4	-1	2	1	4
mABHD4 FP	1	1	-1	5	-2	-2	-5	-2
TDP2 absorb	-2	8	4	2	8	3	-1	-4
PRMT1 FP inh	2	-1	-1	-2	0	-6	7	0
TCR CD3 inh	8	1	6	6	1	8	-7	3

#41 O=C(NOC(=O)c1ccccc1Cl)c1cccs1
#42 CSc1nc(-c2ccco2)nn1S(C)(=O)=O
#43 C[N+](C)(C)CCOP(=O)([O-])OC[C@H](O)CO
#44 COc1ccc(-c2[nH]ncc2C=O)cc1
#45 Cc1c(N2C(=O)C(=O)/C(=C(/O)c3ccc(Br)cc3)C2c2cccnc2)c(=O)n(-c2ccccc2)n1C (configuration not stated)
#46 COC(=O)C[C@H]1c2cc(C(F)(F)F)ccc2S(=O)(=O)N1Cc1ccc(OC)cc1
#47 O=C(NCCO)c1ccc(-c2nnc(Nc3ccc(O)cc3)c3ccccc23)cc1
#48 CCn1cc(Cl)c(C(=O)Nc2cccc(CN3CCOCC3)c2)n1
Screen / compound no.	41	42	43	44	45	46	47	48
UHRF1 binding	-5	-2	0	4	1	0	1	2
SIAE primary	1	-11	-2	6	2	-3	6	-2
HTRA1 inh	2	1	-2	-3	7	-7	30	-6
PG9 binder	-3.5	0.3	-2.8	0.6	22*	-0.4	-1.2	-0.6
Tn7 DDE FP	-3	-2	-3	-3	0	-6	0	0
LEDGF integ inh	-1	-1	-1	1	4	2	0	-2
mABHD4 FP	5	0	-3	3	-4	-13	-1	2
TDP2 absorb	12	-7	4	2	12	-2	1	-8
PRMT1 FP inh	0	-1	3	-3	-1	-4	0	3
TCR CD3 inh	3	10	-7	2	5	7	-2	-3
